Screening data as filed in PubChem BioAssay.
RAM network inh = yeast RAM network inhibition; S. cerevisiae dse1pr::URA3 reporter, 5-FOA growth OD615, 2 d; analog-sensitive cbk1-as2 kinase mutant strain; inhibition, % at 50 µM; 1.8% of 190,000 active; AID 868;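 active means inhibition above a set limit, 3 SD over mean compound inhibition, cut at about 8.4% in these data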;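 further: 0% = DMSO-only wells with no growth and 100% = 10 µM 1-NA-PP1 full growth; inhibition rescues growth on 5-FOA so higher OD means more RAM inhibition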
Hsp70 act = switches on Hsp70 transcription; HeLa Hsp70 promoter luciferase reporter, luminescence; scaled: vehicle 0, proteasome-inhibitor control 100%; activation, % at 10 µM; 0.04% of 200,000 active; AID 1203;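 active means activation above the mean across all tested compounds plus 3 SD, cutoff set per campaign, cut at about 5.5% in these data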;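 further: 100% = MG132 at 30 µM as the positive control and 0% = DMSO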
PMI act = activators of human phosphomannose isomerase. P34949. purified human PMI, coupled resazurin fluorescence, 20 min; hits give high values; 1 = vehicle control, 0 substrate-free wells. activation factor at 20 µM. 0.005% of 190,000 active;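 active means activation factor of 2 or more at 20 µM, relative to plate controls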
Target sequence (P34949 whole entry, looked up): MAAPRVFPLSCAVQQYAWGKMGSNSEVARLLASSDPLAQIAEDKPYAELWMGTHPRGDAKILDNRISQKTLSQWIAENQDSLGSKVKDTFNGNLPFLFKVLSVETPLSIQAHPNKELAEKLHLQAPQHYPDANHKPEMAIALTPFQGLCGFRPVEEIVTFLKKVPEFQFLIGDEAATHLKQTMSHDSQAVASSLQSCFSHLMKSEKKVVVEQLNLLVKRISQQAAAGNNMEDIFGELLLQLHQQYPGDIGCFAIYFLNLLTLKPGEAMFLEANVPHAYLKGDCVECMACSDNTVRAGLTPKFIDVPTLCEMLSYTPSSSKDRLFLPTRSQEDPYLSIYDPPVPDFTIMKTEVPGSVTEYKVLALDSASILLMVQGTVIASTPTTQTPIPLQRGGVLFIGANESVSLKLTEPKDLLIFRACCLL
Redox H2O2 prof = compounds producing H2O2 with reducing agent – biochemical, NIH compound library profiling, artefact control for MLSCN library redox annotation, primary screen | 0.03% of 200,000 active | DTT-dependent redox cycling H2O2, phenol red/HRP absorbance; 100% = 100 µM peroxide control, 0% = buffer | AID 878 | activation, % at 10 µM;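 active means activation of at least 50% relative to the plate's high and low controls in the primary single-dose screen; inactive means activation below 50%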;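 further: compound incubated with DTT at 0.8 mM final as the reducing agent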
PMI act satM6P = activators of human phosphomannose isomerase at near-saturating mannose 6-phosphate; coupled PMI enzyme assay, resazurin fluorescence, 20 min; hits give high values; 1 = untreated enzyme, 0 = substrate-free blank; AID 1216; P34949; 0.34% of 190,000 active; activation factor at 20 µM;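 active means activation factor of 2 or more at 20 µM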
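Test system: human phosphomannose isomerase with PGI, G6PDH, diaphorase coupling enzymes; amount: 15 ng/mL PMI; incubation: enzyme reaction with compound 20 min at room temperature; technique: resorufin fluorescence (Ex 544/Em 590 nm) from resazurin via diaphorase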
TNAP inh no acc = TNAP (human) inhibition, acceptor-free conditions; P05186; inhibition, % at 20 µM; 0.26% of 200,000 active; purified TNAP, CDP-star luminescence, 30 min;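 active means tissue-nonspecific alkaline phosphatase inhibition above about 50% at 20 µM in the single-dose screen, limit read from the data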;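 further: 0% = DMSO negative control and 100% = EDTA positive control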
Target sequence (P05186 whole entry, looked up): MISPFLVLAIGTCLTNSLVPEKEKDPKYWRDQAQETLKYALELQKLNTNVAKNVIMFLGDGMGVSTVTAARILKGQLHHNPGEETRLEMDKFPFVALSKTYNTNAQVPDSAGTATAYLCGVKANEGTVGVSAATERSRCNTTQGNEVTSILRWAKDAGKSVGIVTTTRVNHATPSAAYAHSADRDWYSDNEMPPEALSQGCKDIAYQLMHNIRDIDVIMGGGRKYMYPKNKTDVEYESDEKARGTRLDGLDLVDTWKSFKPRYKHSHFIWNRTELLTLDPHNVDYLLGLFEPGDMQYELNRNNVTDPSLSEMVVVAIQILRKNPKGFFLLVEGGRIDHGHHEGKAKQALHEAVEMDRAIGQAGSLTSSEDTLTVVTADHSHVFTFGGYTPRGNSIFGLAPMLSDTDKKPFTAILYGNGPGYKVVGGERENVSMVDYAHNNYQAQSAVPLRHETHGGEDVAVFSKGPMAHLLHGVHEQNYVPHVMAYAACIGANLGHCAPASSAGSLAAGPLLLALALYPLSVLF
TNAP inh hi DEA = inhibitors of human TNAP at high phosphate acceptor concentration | inhibition, % at 20 µM | AID 1135 | 0.03% of 200,000 active | purified TNAP, CDP-star luminescence, 1 M DEA | P05186;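 active means over 50% inhibition of tissue-nonspecific alkaline phosphatase at 20 µM in the single-dose screen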;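 further: plate controls were DMSO wells for no effect and EDTA-quenched wells as full inhibition for full effect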
Lmaj promast = reduces viability of Leishmania major promastigotes | resazurin fluorescence viability | inhibition, % at 10 µM | 9% of 200,000 active | AID 1063; in the data active means inhibition above about 50%;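 further: promastigotes grown with compound for 44 hours at 28 °C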
Efa HMGR inh = E. faecalis class II HMG-CoA reductase inhibition. purified E. faecalis HMGR, NADPH absorbance 340 nm kinetic. inhibition, % at 10 µM. 0.41% of 190,000 active. AID 1066;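 active means inhibition above a set limit, the median over all tested compounds plus 3 SD, cut at about 9.5% in these data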;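 further: enzyme runs in reverse so mevalonate oxidation gives rising NADPH absorbance; 0% = complete reaction with DMSO and 100% = background rate lacking mevalonate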
S1P3 antagonist = blocks the human S1P3 receptor | 0.27% of 170,000 active | inhibition, % at 4.98 µM | CHO S1P3 NFAT-BLA reporter, FRET fluorescence, antagonist mode | Q99500;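 active means inhibition above the plate cutoff, the mean inhibition of test wells on that plate plus 3 SD, cut at about 28% in these data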;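 further: cells challenged with S1P at its EC80 of 0.8 µM; blue over green emission ratio from cleaved BLA substrate after 4 h stimulation; 0% = S1P-stimulated wells and 100% = unstimulated DMSO-only wells; some compounds past the cut are filed as inactive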
An asterisk follows results filed as active; nt = no result given.

SMILES	RAM network inh	Hsp70 act	PMI act	Redox H2O2 prof	PMI act satM6P	TNAP inh no acc	TNAP inh hi DEA	Lmaj promast	Efa HMGR inh	S1P3 antagonist
O=S1(=O)CC(O)C(Nc2ccccc2)C1 (stereo unspecified)	4.5	-0.3	1	0.3	0.9	-13	-6	1	0	nt
O=S(=O)(c1cccs1)N1CCC(Cc2ccccc2)CC1	2.0	0.1	0.9	0.2	1	-8	-4	0	-2	0
CCOc1ccccc1C(=O)NC(C)c1ccc2c(c1)OCO2 (stereo unspecified)	3.1	-0.2	0.8	-0.1	0.8	2	0	1	1	25
Cc1ccc2cc(C#N)c(NCCNC(=O)C3CCC3)nc2c1C	3.3	-0.2	1	0.2	0.9	-15	-9	16	4	-35
CNc1cnn(-c2ccc(C)cc2)c(=O)c1Cl	-0.4	-0.3	1	2.0	1.1	-11	-3	-5	-2	nt
COc1ccc(C)cc1NC(=O)c1ccc(-c2ccc(C(C)=O)cc2)o1	5.8	-0.5	1	-0.6	1	-12	-5	-4	-8	-3
CCn1c(SCC(=O)N2CCCc3ccccc32)nc2cccnc21	0.6	0.2	0.9	-2.3	1	-19	-6	14	-6	-13
COc1ccc(C(=O)Nc2ccccc2C(=O)NC(Cc2ccc(O)cc2)C(=O)NNC(=O)c2ccncc2)cc1 (stereo unspecified)	1.4	-0.2	1	-1.4	1	-42	1	-4	-1	5
Cc1oc2nc(SCC(=O)Nc3ccc(S(N)(=O)=O)cc3)nc(NC(=O)c3ccccc3)c2c1C	8.1	-0.3	1	1.3	0.9	1	1	-1	-8	nt
CN(CC(=O)Nc1ccc(N2CCOCC2)cc1)CC(=O)Nc1ccc(Cl)cc1[N+](=O)[O-]	1.4	-0.4	0.8	-0.2	0.9	-21	-1	-1	1	-22
COCCn1c(-c2ccc(OC)cc2)nc2ccccc21	-0.2	-0.3	1	-0.2	1.1	-11	-5	56*	-3	nt
COc1ccc(NC(=O)COC(=O)Cc2ccc(-c3ccccc3)cc2)c(OC)c1	7.3	-0.4	0.9	0.6	0.9	-13	-2	-8	-13	2
O=C(Nc1nnc(SCc2ccc(Cl)cc2)s1)c1ccco1	-0.5	-0.3	1.1	-0.5	1.1	-15	-8	-2	-3	-12
CC(CC#CCN1CCOCC1)OCCC#N (stereo unspecified)	4.0	0.1	1.1	1.4	1.1	-10	-7	-4	-2	15
COc1ccccc1NS(=O)(=O)c1cc(NC(=O)Nc2cccc(C)c2)ccc1N1CCCCC1	3.0	-0.1	1	0.5	1	-66	-13	43	-1	6
O=C(Nc1cccc(O)c1)c1cnn2cccnc12	3.3	0.0	0.9	1.3	0.9	-17	-10	-1	-7	nt
COc1ccc(C(=O)c2cn[nH]c2-c2cc(Cl)ccc2O)cc1	3.5	-0.6	1.1	0.1	1	-136	-8	-1	1	1
NCCCCc1cn(CC(=O)N2CCNCC2)nn1	3.4	0.9	1	-0.2	1.1	-6	-3	-7	-3	-12
O=C(COC(=O)CCc1ccccc1)NC12CC3CC(CC(C3)C1)C2	0.8	-0.3	0.9	-1.1	0.9	-19	-6	15	1	-23
C=CCc1c(C)nc(SC(C)C)[nH]c1=O	1.2	-0.4	0.9	0.2	0.9	-16	-7	-9	-5	-8
COc1ccc(S(=O)(=O)N(C)CC(=O)Nc2ccccc2SC)cc1Cl	2.1	-0.1	0.9	-0.1	0.9	-8	-4	-4	-3	11
Cc1ccc(NC(=O)CSc2nc(N)c(-c3ccccc3)c(=O)[nH]2)cc1Cl	2.1	0.0	1	1.1	1	9	4	0	-4	-16
C[N+]1(CCn2ccc3ccccc32)CCCCC1	0.2	0.3	1	-1.1	1	-14	-5	-4	0	10
CNC(=O)COc1ccc(-c2nn(C)c(=O)c3ccccc23)cc1	1.5	0.3	1	0.2	1	-20	-8	-3	1	nt
COc1ccc(CCNC(=O)C/C(C)=N/NC(=O)C2CCCCC2)cc1OC	0.1	-0.2	1	-0.8	1.1	-1	-4	-6	-1	-18
Carrying on.
SMILES	RAM network inh	Hsp70 act	PMI act	Redox H2O2 prof	PMI act satM6P	TNAP inh no acc	TNAP inh hi DEA	Lmaj promast	Efa HMGR inh	S1P3 antagonist
COc1ccc(N2CC(O)=C(c3nc4ccccc4s3)C2=N)cc1	0.5	0.0	1	-0.6	1.1	-2	-8	2	-5	-12
CN1CCN(C2=Cc3cc(Cl)ccc3Sc3cc(F)ccc32)CC1	2.9	-0.2	1.1	1.1	1.1	-4	2	100*	-8	nt
CSc1nsc(SC)c1NC(=O)OC1CCCCC1	-1.1	-0.3	1	2.6	1.1	-4	2	7	-3	-4
C=CCn1c(SCc2nc3ccccc3[nH]2)nnc1-c1ccc(OC)cc1	-1.1	-0.4	1	1.8	1	-27	-5	-1	-5	nt
CC(C)Cn1c(N)c(C(=O)CSc2ccc3c(c2)OCCO3)c(=O)n(C)c1=O	0.5	-0.2	0.8	1.2	0.9	-6	-2	-5	-11	46
NC(=O)C1CCN(C(=O)Cn2cccc2C(=O)c2ccccc2)CC1	-1.4	0.4	1	0.1	1.1	-15	-7	-3	-2	nt
CC(=O)c1cc(C#N)c(SCc2ccccc2)nc1C	5.2	0.2	1	0.3	1	-10	2	-4	-4	nt
O=c1nc2ccccc2c(NS(=O)(=O)c2ccccc2)n1-c1ccccc1	1.4	0.3	1.3	0.6	1.4	-8	2	-5	-1	nt
O=C(O)CCCCn1c(SCC(=O)Nc2ccccc2C(F)(F)F)nc2ccsc2c1=O	8.7*	-0.4	0.9	-0.3	1	-6	0	-6	4	-10
Nc1ccnc(Oc2ccc(F)cc2)c1	1.5	-0.2	1	-0.4	1.1	-9	-7	-6	-2	7
CCc1nnc(NC(=O)C2CCCCC2)s1	1.5	-0.1	0.8	1.5	1	-2	-3	-7	2	5
O=C(/C=C/c1ccccc1[N+](=O)[O-])NCc1ccncc1	2.5	0.0	0.9	-1.8	0.8	-6	-3	1	1	-10
Cc1nn(Cc2ccccc2)c(Cl)c1C(=O)OCc1nnc(-c2ccc(Cl)cc2)o1	8.6*	-0.2	0.9	-0.2	1	-9	-5	-5	-1	-7
Nc1nnc(SCCOc2cccc(Br)c2)s1	0.4	0.0	0.8	2.0	0.8	-4	-2	-3	2	nt
NC(=NCCc1c[nH]c2ccccc12)NS(=O)(=O)c1ccc2ccccc2c1	0.5	-0.6	0.9	0.0	0.9	-7	-5	8	0	12
CC1=C(SCCC#N)S/C(=C2\SC(C)=C(SCCC#N)S2)S1	4.3	0.0	0.8	3.4	1.2	-13	0	-10	-3	-11
O=c1[nH]c(SCc2ccccc2)nnc1-c1ccccc1	3.6	0.0	1	-0.1	1	-7	-1	-10	-4	nt
COC(=O)c1sccc1NC(=O)c1cc(-c2ccc(C)cc2)nc2ccccc12	1.1	-0.2	1	-5.0	1	-10	-1	1	-2	nt
Cc1ccc(S(=O)(=O)NCc2cccnc2)s1	4.8	-0.2	0.9	0.3	0.9	-10	-5	-4	-4	nt
Cc1ccc(-c2c(C(=O)Nc3ccccc3C)c(C)[nH]c(=S)c2C#N)o1	8.5*	-0.2	1.5	-0.1	1.7	-4	-2	-4	-3	14
C/C(CC(=O)NCc1ccco1)=N\NC(=O)COc1ccc(C)cc1	2.1	-0.1	1	-0.4	1	-16	-4	37	-5	-1
Cc1nc(C(C)NC(=O)CCc2nnc(Cc3c[nH]c4ccccc34)o2)cs1 (stereo unspecified)	0.1	-0.3	1	0.8	1	-5	-2	-5	-5	14
CN1C(=O)CC(Sc2ncccc2C(=O)O)C1=O (stereo unspecified)	1.5	-0.2	0.9	-3.8	0.9	-11	-3	-6	-1	nt
CC(C)CNc1nnnc2c1sc1nc(N3CCOCC3)c3c(c12)CC(C)(C)SC3	4.5	0.1	1	1.1	0.9	4	0	35	1	nt
Cc1ccc(N2C(=O)C(O)(C(F)(F)F)C3=C2CC(C)(C)CC3=O)cc1C (stereo unspecified)	0.5	-0.1	1	0.8	1.1	-8	-5	-6	-5	nt
Additional entries:
SMILES	RAM network inh	Hsp70 act	PMI act	Redox H2O2 prof	PMI act satM6P	TNAP inh no acc	TNAP inh hi DEA	Lmaj promast	Efa HMGR inh	S1P3 antagonist
Cc1sc(NC(=O)c2ccco2)c(CN2CCN(c3ccccc3)CC2)c1C	0.9	-0.1	0.9	0.0	1	-10	-3	40	-3	nt
Cc1nc2ccccc2c(=O)n1/N=C/c1ccncc1	1.6	-0.4	1	1.9	1	-14	-2	1	1	4
CCCCn1c(=O)[nH]c(=O)c2c1nc(COC(=O)c1c(C)noc1C)n2CCC	3.7	0.0	0.9	0.9	0.9	-7	-7	4	-4	-48
CC(C)(C)NC(=O)CN(c1cccc([N+](=O)[O-])c1)S(=O)(=O)c1ccccc1	-0.5	0.2	1	-0.2	1	-9	-6	0	0	-20
Cc1n[nH]c(C)c1Cc1ccc(C(=O)O)cc1	2.6	-0.3	0.9	2.0	0.9	-5	0	-7	1	-2
CC(C)NS(=O)(=O)c1ccc(CCC(=O)NCc2cccnc2)cc1	0.1	0.0	1	-1.0	1	-2	-1	-8	-3	nt
Cc1ccc(NC(=O)COC(=O)C(NS(=O)(=O)c2ccc(Cl)cc2)C(C)O)c(Br)c1 (stereo unspecified)	-0.4	0.1	0.9	-0.1	0.8	-14	-2	-3	2	-8
c1ccc(CCCNCC2COc3ccccc3O2)cc1 (stereo unspecified)	-1.1	-0.2	1	-2.1	0.9	-11	-2	91*	-7	-12
CNc1nc2c3ccccc3n(C(C)=O)c2s1	0.8	-0.2	1	-0.2	1	-32	0	4	-11	nt
Cc1ccc(C(=O)N/C(=C\c2cccs2)C(=O)NCCc2c[nH]c3ccccc23)cc1C	1.6	-0.2	0.9	-0.7	0.9	-2	2	2	-4	nt
CNS(=O)(=O)c1cccc(C(=O)OCc2cc(=O)n3cc(Br)ccc3n2)c1	2.5	-0.1	0.9	0.0	0.9	-6	-3	27	4	-7
O=C1NC(=O)/C(=C/C(=O)N2CCOCC2)S1	-0.1	-0.2	1	0.1	1.1	-5	-2	-7	13*	-9
c1ccc2c(c1)OCC(c1nnc3sc(-c4cnccn4)nn13)O2 (stereo unspecified)	2.4	-0.2	0.8	-5.2	1	-6	1	3	-9	-27
Cn1nnnc1SCCNCc1ccccc1F	0.2	-0.2	1	-0.2	1.1	3	2	1	-5	nt
Cc1nn(CC(=O)OCC(=O)Nc2c(C(C)C)cccc2C(C)C)c(C)c1[N+](=O)[O-]	-0.1	-0.3	1.1	0.0	1	-4	4	51*	0	1
O=C(NCCc1ccccc1)C(c1ccncc1)N(C(=O)c1csnn1)C1CC1 (stereo unspecified)	0.1	-0.2	1.1	1.3	1.1	-7	-1	-1	-3	nt
Cc1c(C(=O)N2CCOCC2)sc2ncn(CC(=O)N3CCC(C)CC3)c(=O)c12	0.6	0.0	1	-1.1	1	-2	-3	-7	-10	-24
O=C(c1ccccc1)n1ccn(-c2ccccc2)c1=S	0.2	1.0	1	-0.4	1	-9	-3	9	-3	nt
O=C(Nc1nncs1)c1cccc(S(=O)(=O)N2CCc3ccccc32)c1	4.2	0.1	1.1	-2.5	1.1	-9	-5	-6	-1	2
